From PubChem
PGC1a acetyl inh: PGC1a acetylation modulation, inhibitor mode; 0.17% of 350,000 active; U2OS PGC1a acetylation, AlphaScreen anti-acetyl-lysine; with virally co-expressed GCN5 acetyltransferase; AID 651687; inhibition, % at 15.6 µM;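 active = every replicate shows inhibition of at least 40%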;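 also: 0% = neutral control wells and 100% = positive control wells; some results beyond the cut were filed as inactive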
ERAP1 inh: ERAP1 (human) enzyme inhibition; recombinant ERAP1, Leu-AMC fluorescence, 60 min; inhibition, % at 10.7 µM; 0.15% of 340,000 active; AID 652197;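 active = mean replicate inhibition of at least 30%, or all replicates individually reaching that 30% level; inactive = mean below 30% and not every replicate reaching it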;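 also: 0% = neutral control wells and 100% = L-leucinethiol positive control wells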
XiGFP reactiv: X-chromosome reactivation activator | XiGFP mouse fibroblasts, % GFP-positive cells imaging, 3 d; cells co-treated with 5-aza-dC sensitizer; scaled so ellipticine positive control = 100% | activation, % at 7.58 µM | 0.055% of 360,000 active;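 active = mean normalized replicate activation at least 10% and every replicate at or above 10%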;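 also: 0% = median of on-plate neutral control wells and 100% = ellipticine 6 µM median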
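Schedule: 3 d treatment, 15 min room-temperature fixation; system: 68-5-11 XiGFP fibroblast line; buffer or medium: DMEM plus 5-aza-dC sensitizer; control set: ellipticine 6 µM positive control; compound: one concentration, pinned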
SIRT5 inh: inhibitors of human sirtuin-5 desuccinylase; Q9NXA8; Purified SirT5, succinyl-peptide AMC, trypsin-coupled fluorescence; inhibition, % at 15 µM; 1.1% of 330,000 active; AID 652115; in the data active = inhibition above about 15%
Target sequence (Q9NXA8 whole entry, looked up): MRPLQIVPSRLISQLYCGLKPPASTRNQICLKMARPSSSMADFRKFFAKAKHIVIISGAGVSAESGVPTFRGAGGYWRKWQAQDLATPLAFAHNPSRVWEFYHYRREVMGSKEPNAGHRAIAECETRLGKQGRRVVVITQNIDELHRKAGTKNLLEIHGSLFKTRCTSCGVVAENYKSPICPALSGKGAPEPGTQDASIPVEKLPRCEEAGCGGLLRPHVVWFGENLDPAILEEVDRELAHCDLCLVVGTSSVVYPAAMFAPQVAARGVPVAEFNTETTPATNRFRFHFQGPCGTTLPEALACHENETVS
Cneo AK release: Cryptococcus neoformans lysis via adenylate kinase release. C. neoformans lysis, adenylate kinase release luminescence, 4 h; normalised: neutral wells 0, clomiphene wells 100. lysis activity, % at 15 µM. 0.2% of 360,000 active. AID 651654;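 active = mean lysis activity across replicates of at least 80%, whatever share of replicates individually reach that level; inactive = mean lysis activity below 80%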
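Test system: log-phase Cryptococcus neoformans yeast cells; Quantity: yeast cell density of 5 × 10^6 cells/mL; Buffer or medium: YPD; Doses: single compound concentration per well; Timing: 4 h at 37 °C static, read 1 h later; Measured by: AK luminescence; Read-out basis: lysis from increased AK signal; Control set: Clomiphene as positive control.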
S100A4 MyoIIA: S100A4-myosin IIA interaction inhibition; S100A4/TAMRA-MyoIIA peptide fluorescence polarization; inhibition, % at 10.7 µM; 0.14% of 360,000 active;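 active = mean inhibition of at least 70% across replicates, with every replicate also reaching that level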
Target sequence (P26447 whole entry, looked up): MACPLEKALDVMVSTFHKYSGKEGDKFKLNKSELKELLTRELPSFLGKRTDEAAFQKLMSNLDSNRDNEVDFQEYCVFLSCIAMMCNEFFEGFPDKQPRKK
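Material: human S100A4 monomer with TAMRA-labelled myosin IIA peptide; buffer or medium: HEPES pH 7.2 with CaCl2, KCl, NaCl, DTT, Triton; compound dosing: one concentration per compound; schedule: 5 min incubation before reading; benchmarks: neutral control DMSO, positive control TFP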
LGR2 antag: blocks bursicon-induced cAMP signaling via Drosophila LGR2. HEK293 LGR2, CRE-luciferase, bursicon-stimulated, 4 h. inhibition, % at 9.99 µM. 0.35% of 380,000 active. AID 720647;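 active = drop in luminescence signal, shown as inhibition above about 50% in the replicate tests, limit read from the data, passing the limit was not always enough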;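 also: agonist challenge used bursicon conditioned medium at about half maximal strength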
C2C12 statin: suppression of simvastatin myotoxicity. 0.78% of 330,000 active. AID 602340. C2C12 myotubes + simvastatin, ATP luminescence, 48 h; scaled: DMSO 0, geranylgeraniol control 100. rescue of ATP level, % at 7.49 µM;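 active = mean ATP rescue above about 67%, or every replicate alone reaching that limit, limit read from the data, passing the limit was not always enough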;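 also: myotubes were challenged with 10 µM simvastatin during compound exposure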
The depositor's hits bear a star; . = no result given.

SMILES	ERAP1 inh	Cneo AK release	S100A4 MyoIIA	C2C12 statin	SIRT5 inh	LGR2 antag	PGC1a acetyl inh	XiGFP reactiv
CCOC(=O)c1cc(C)sc1NC(=S)Nc1ccccc1	.	0	.	-92	.	-10	-9	.
COc1ccccc1CCNS(=O)(=O)c1cn(C)nc1C	-3	0	-1	-1	-4	6	10	0.0
O=C(NS(=O)(=O)c1ccc2ccc(S(=O)(=O)NCCSc3ccccc3)cc2c1)c1cccc2ccccc12	.	.	-11	.	9	0	.	0.0
C[C@@H]1CN([C@H](C)CO)C(=O)c2cc(C#CCN(C)C)cnc2O[C@@H]1CN(C)S(C)(=O)=O	1	0	-2	7	5	1	-4	-0.7
C[C@@H]1CCCCO[C@H](CN(C)Cc2ccccc2)[C@H](C)CN([C@H](C)CO)C(=O)c2cc(NC(=O)Cc3ccccc3)ccc2O1	-2	-3	8	.	16*	12	-7	0.1
COc1ccc(S(=O)(=O)Nc2ccc3c(c2)C(=O)N([C@@H](C)CO)C[C@@H](C)[C@@H](CN(C)S(=O)(=O)c2cn(C)cn2)O3)cc1	-3	-2	4	10	-5	1	-4	0.0
O=C(C[C@@H]1C[C@H]2c3cc(NC(=O)c4cccnc4)ccc3O[C@H]2[C@@H](CO)O1)NCc1cc(F)ccc1F	1	-2	-4	-1	1	12	-13	0.0
O=C(Oc1ccc2ccc(OC(=O)N3CCCCCC3)cc2c1)N1CCCCCC1	-5	.	-1	.	.	-26	.	0.1
O=C(N/N=C/c1cccc(OC(=O)c2ccccc2Cl)c1)c1cccnc1	3	-3	-2	0	2	-10	.	0.0
O=C(c1cc2c(s1)-c1ccccc1OC2)N1CCCC1	.	-4	0	-14	.	-16	.	0.4
C[C@H]1CN([C@@H](C)CO)C(=O)Cc2cc(NS(=O)(=O)c3cccs3)ccc2O[C@@H]1CN(C)C(=O)NC1CCCCC1	0	43	-18	-12	3	-1	5	0.4
O=C1O[C@H](c2ccccc2)[C@H](c2ccccc2)N2[C@H]1[C@@H](C(=O)N1CCN(c3ncccn3)CC1)[C@]1(C(=O)Nc3ccc(C#CC4(O)CCCCCC4)cc31)[C@H]2c1ccc(OCCO)cc1	-2	3	-8	.	12	.	21	.
Cc1ccc(/C=N/NC(=O)Cn2cnc3c2c(=O)n(C)c(=O)n3C)s1	0	.	0	.	-3	1	.	0.0
CCOc1ccccc1NC(=O)C1CCN(C(=O)c2cccs2)CC1	6	.	-1	.	-4	12	-2	0.0
CC(C)(C)n1nnnc1C(c1ccccc1)N1CCN(CCN2CCOCC2)CC1 (stereo not drawn)	-3	.	6	.	-1	0	.	-0.1
O=C(NCc1cccs1)C(=O)NCC(c1ccco1)N1CCN(c2ccccc2)CC1 (stereo not drawn)	-1	.	-4	.	4	-2	-3	1.6
Brc1ccc(-c2n(-c3ccccn3)c3ccccc3[n+]2-c2ccccn2)cc1	-3	-2	-3	24	1	12	1	0.3
O=C(NCC(=O)N1CCN(S(=O)(=O)c2ccc3c(c2)OCCO3)CC1)c1ccccc1F	0	1	-5	-3	-3	7	5	0.0
Cc1noc(C)c1NC(=O)Nc1cccc2c1O[C@@H](CN(C)S(=O)(=O)c1ccc(Cl)cc1)[C@H](C)CN([C@@H](C)CO)C2=O	2	-8	-2	-42	-1	-17	4	0.1
Cc1nnc(SCc2ccc(Cl)c(Cl)c2)s1	-1	.	-7	12	-2	-18	3	-0.1
C[C@H]1CCCCO[C@H](CN(C)Cc2ccc(Cl)c(Cl)c2)[C@@H](C)CN([C@@H](C)CO)C(=O)c2cc(NC(=O)Cc3ccccc3)ccc2O1	0	1	-2	-26	12	0	.	0.2
Cc1cc(C)n(-c2ccc3nncn3n2)n1	-3	.	3	6	0	-10	3	0.0
CC1CC(C)CN(CCCNC(=O)CC2Oc3ccccc3NC2=O)C1 (stereo not drawn)	.	1	0	9	.	3	4	-0.2
Cc1cc(Cl)ccc1N=C1N=C(N)c2ccccc21	0	.	0	-2	1	12	8	0.0
CCS(=O)(=O)N1CC2(C1)CN(S(=O)(=O)c1cccc(OC)c1)[C@H](CO)c1[nH]c3cc(OC)ccc3c12	2	.	-1	.	-3	5	-4	0.0
CC(C)CC1(C)N=C(c2ccccc2)C(=S)N1 (stereo not drawn)	0	82*	-6	.	-1	-10	-3	-0.2
O=C/C=C/c1ccc(-c2ccccc2)cc1	3	37	10	.	2	.	-74	.
CCCCOc1ccc(C(=S)N2CCC(C(N)=O)CC2)cc1	10	.	-1	.	-2	-44	3	0.3
N#Cc1ccc(OCC(=O)NC(=O)NC2CCS(=O)(=O)C2)cc1 (stereo not drawn)	-1	-1	-3	6	-3	-1	4	-0.1
Clc1ccc(-[n+]2c(-c3cccc(Br)c3)[nH]c3nc4ccccc4nc32)cc1	-1	2	5	.	-4	.	0	0.0

Quoted at random: 5 records from the list.
SMILES	ERAP1 inh	Cneo AK release	S100A4 MyoIIA	C2C12 statin	SIRT5 inh	LGR2 antag	PGC1a acetyl inh	XiGFP reactiv
CCS(=O)(=O)N1CC2(C1)CN(S(=O)(=O)c1cccc(OC)c1)[C@H](CO)c1[nH]c3cc(OC)ccc3c12	2	.	-1	.	-3	5	-4	0.0
C[C@H]1CCCCO[C@H](CN(C)Cc2ccc(Cl)c(Cl)c2)[C@@H](C)CN([C@@H](C)CO)C(=O)c2cc(NC(=O)Cc3ccccc3)ccc2O1	0	1	-2	-26	12	0	.	0.2
Clc1ccc(-[n+]2c(-c3cccc(Br)c3)[nH]c3nc4ccccc4nc32)cc1	-1	2	5	.	-4	.	0	0.0
Cc1cc(Cl)ccc1N=C1N=C(N)c2ccccc21	0	.	0	-2	1	12	8	0.0
Cc1cc(C)n(-c2ccc3nncn3n2)n1	-3	.	3	6	0	-10	3	0.0

Two neighbouring compounds from above, quoted:
SMILES	ERAP1 inh	Cneo AK release	S100A4 MyoIIA	C2C12 statin	SIRT5 inh	LGR2 antag	PGC1a acetyl inh	XiGFP reactiv
C[C@H]1CCCCO[C@H](CN(C)Cc2ccc(Cl)c(Cl)c2)[C@@H](C)CN([C@@H](C)CO)C(=O)c2cc(NC(=O)Cc3ccccc3)ccc2O1	0	1	-2	-26	12	0	.	0.2
Cc1cc(C)n(-c2ccc3nncn3n2)n1	-3	.	3	6	0	-10	3	0.0

Next records.
SMILES	ERAP1 inh	Cneo AK release	S100A4 MyoIIA	C2C12 statin	SIRT5 inh	LGR2 antag	PGC1a acetyl inh	XiGFP reactiv
COc1ccc(NS(=O)(=O)c2cccc(C(=O)NNC(=O)CNC(=O)c3ccccc3)c2)cc1	0	2	-2	-7	1	26	.	0.0
COCC#Cc1cnc2c(c1)C(=O)N([C@H](C)CO)C[C@H](C)[C@@H](CN(C)S(=O)(=O)c1cn(C)cn1)O2	1	-3	-3	-1	-1	9	5	-1.0
O=C(CCC(=O)Nc1cccc([N+](=O)[O-])c1)NCc1ccccc1	-1	-1	-7	9	-4	15	1	0.0
C[C@H]1CCCCO[C@@H](CN(C)C(=O)Nc2ccccc2)[C@@H](C)CN([C@@H](C)CO)C(=O)c2cc(NS(C)(=O)=O)ccc2O1	-1	4	-1	.	13	-10	5	0.1
CCOC(=O)C1CCCN(c2c(N3CCOCC3)c(=O)c2=O)C1 (stereo not drawn)	5	-1	2	-14	0	-6	-3	0.0
O=C1C=C(NC2CCCC2)CC(c2ccccc2)C1 (stereo not drawn)	-2	.	-5	.	-3	.	-7	0.0
COc1ccc(NC(=O)Nc2ccc3c(c2)CC(=O)N([C@@H](C)CO)C[C@@H](C)[C@H](CN(C)S(=O)(=O)c2ccc(F)cc2)O3)cc1	0	-2	-4	11	5	-6	-12	-1.1
C[C@H](CO)N1C[C@H](C)[C@@H](CN(C)C(=O)c2ccncc2)Oc2ncc(C3=CCCCC3)cc2C1=O	3	-4	11	4	-1	0	-11	-0.7
CCCC(=O)Nc1ccc2c(c1)C(=O)N(C)[C@@H]1CC[C@H](CC(=O)NCc3ccccc3Cl)O[C@H]1CO2	0	2	-1	-12	-2	17	-4	0.1
O=S(=O)(c1ccc(-c2cc(C(F)(F)F)on2)s1)N1CCCC1	6	.	8	-8	-5	-6	.	0.0
O=C(C[C@@H]1CC[C@@H]2[C@H](COC[C@@H](O)CN2C(=O)c2cccnc2)O1)NCc1ccc(-c2ccccc2)cc1	-1	1	-67	-8	3	-19	0	0.1
CCc1ccc(/C=C2\Oc3cc(OS(C)(=O)=O)ccc3C2=O)cc1	2	.	0	.	-2	-12	.	0.0
COc1ccc(C#Cc2cnc3c(c2)C(=O)N([C@@H](C)CO)C[C@@H](C)[C@@H](CN(C)C)O3)cc1	-2	1	-2	3	-3	-20	-5	-0.8
Cc1ccc(S(=O)(=O)Nc2cccc3c2O[C@H](CN(C)S(=O)(=O)c2ccc(Cl)cc2)[C@@H](C)CN([C@H](C)CO)C3=O)cc1	-2	.	4	.	0	3	1	-1.2
C[C@H]1CN([C@@H](C)CO)C(=O)Cc2cc(NC(=O)NC3CCCCC3)ccc2O[C@H]1CN(C)Cc1ccccc1	4	-4	-1	-27	5	-4	.	-1.2
O=C(O)Cc1csc(NC(=O)CSc2nnnn2-c2ccc(O)cc2)n1	6	.	-6	.	0	8	.	0.0

Some of the compounds tested (hit frequency here may not be typical).
